mcGAS inh = mouse cGAS inhibition by luminescence. inhibition, % at 12.5 µM. AID 1259399. actives 0.15% (n = 160,000). recombinant cGAS, Kinase-Glo ATP depletion luminescence;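 note: 0% = negative control wells and 100% = reference inhibitor with no enzyme activity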
NPYLR7 ag = mosquito NPYLR7 agonism. HEK293T NPYLR7/Galpha15, GCaMP6s calcium fluorescence. activation, % at 10 µM. actives 0.15% (n = 270,000). AID 1259423; in the data active = activation above about 40%;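 note: 0% = vehicle and 100% = reference agonist at the receptor; some compounds past the cut are filed as inactive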
hcGAS lum = human cGAS inhibition | actives 0.081% (n = 290,000) | inhibition, % at 12.5 µM | Q8N884 | recombinant h-cGAS, ATP depletion, Kinase-Glo luminescence;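 note: 0% = vehicle reaction and 100% = reaction without DNA for no activity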
Target sequence (Q8N884 whole entry, looked up): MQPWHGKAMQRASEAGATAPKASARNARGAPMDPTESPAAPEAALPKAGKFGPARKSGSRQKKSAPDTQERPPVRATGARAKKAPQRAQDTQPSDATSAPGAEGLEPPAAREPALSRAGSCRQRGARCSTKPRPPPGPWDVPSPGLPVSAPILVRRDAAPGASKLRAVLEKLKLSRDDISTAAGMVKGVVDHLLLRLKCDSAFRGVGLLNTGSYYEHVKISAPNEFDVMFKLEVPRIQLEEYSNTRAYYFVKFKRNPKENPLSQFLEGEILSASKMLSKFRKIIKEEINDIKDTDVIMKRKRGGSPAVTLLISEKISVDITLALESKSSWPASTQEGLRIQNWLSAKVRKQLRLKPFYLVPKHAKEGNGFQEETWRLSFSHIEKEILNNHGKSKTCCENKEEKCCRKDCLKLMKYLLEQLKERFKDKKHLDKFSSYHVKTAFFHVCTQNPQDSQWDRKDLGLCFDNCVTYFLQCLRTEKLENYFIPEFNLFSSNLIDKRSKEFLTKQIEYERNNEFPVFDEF
* = called active by the depositor; . = no result given; & = joins results of further samples. Cut-off read from the data, not from the text of the source, unless noted: active = inhibition above about 40%; inactive = the rest. Compounds were not picked by outcome. Share with any hit: about 0.27%.

Start of the data: the first six compounds, ahead of the listing:
SMILES | mcGAS inh | NPYLR7 ag | hcGAS lum
CCN(CC)C(=O)Oc1ccc2c(ccn2Cc2cccc(F)c2)c1NC(=O)C(OC(C)=O)c1ccccc1 (stereo not given) | -5 | -3 | -1
COc1cccc(Cn2ccn3nc(-c4ccc(C)c(C)c4)cc3c2=O)c1 | -6 | -3 | -1
CCCCOC(=O)N1CCc2c(nc(N(C)C)[nH]c2=O)C1 | -10 | . | -2
Cn1ccnc1CN1CCCC(CCC(=O)NCc2ccccc2Cl)C1 (stereo not given) | . | 18 | -6
C=CCOc1ccccc1CN(C(=O)CCl)c1ccc2c(c1)OCCO2 | -2 | 0 | -3
Cc1cc(C)c(C#N)c(SCC(=O)c2ccc(Br)cc2)n1 | -3 | 0 | 0

This part in full, from the first entry:
SMILES | mcGAS inh | NPYLR7 ag | hcGAS lum
CCN(CC)C(=O)Oc1ccc2c(ccn2Cc2cccc(F)c2)c1NC(=O)C(OC(C)=O)c1ccccc1 (stereo not given) | -5 | -3 | -1
COc1cccc(Cn2ccn3nc(-c4ccc(C)c(C)c4)cc3c2=O)c1 | -6 | -3 | -1
CCCCOC(=O)N1CCc2c(nc(N(C)C)[nH]c2=O)C1 | -10 | . | -2
Cn1ccnc1CN1CCCC(CCC(=O)NCc2ccccc2Cl)C1 (stereo not given) | . | 18 | -6
C=CCOc1ccccc1CN(C(=O)CCl)c1ccc2c(c1)OCCO2 | -2 | 0 | -3
Cc1cc(C)c(C#N)c(SCC(=O)c2ccc(Br)cc2)n1 | -3 | 0 | 0
Cc1ccc(F)c(CN(C)Cc2ncc[nH]2)c1Cl | . | 6 | -7
CCCN(CC(=O)Nc1cc(-c2ccccc2)nn1-c1ccccc1Cl)C(=O)c1ccc(OC)cc1 | -3 | 7 | -1
CNC(=O)c1ccc(CN(Cc2ccco2)C(=O)Cn2ccccc2=O)cc1 | . | 10 | -9
COC(=O)CN(n1cnnc1)S(=O)(=O)c1ccc(C)cc1 | . | 8 | -7
CC1C=CCC2C(=O)N(c3ccc(F)c(Cl)c3)C(=O)C12 (stereo not given) | -6 | 6 | -5
CN1CCN(C(CC(=O)Nc2ccccc2C#N)C(=O)O)CC1 (stereo not given) | -11 | 3 | -7
Cc1ncccc1Oc1ccc2c(-c3ccccc3F)noc2n1 | 1 | 17 | 2
CC(C)(C)Nc1c(Cc2ccccc2)nc2ccc(Cl)cn12 | -3 | 17 | 0
Cc1nn(CC(=O)N2CC3(C)CC2CC(C)(C)C3)c(C)c1[N+](=O)[O-] (stereo not given) | . | 2 | 1
COC(=O)C1C(=O)C2=C(CC1C)NC(C)=C(C(=O)OCCOC(C)C)C2c1ccc(C)o1 (stereo not given) | . | -1 | -3
Cc1oc(C(C)(C)C)cc1C(=O)N[C@H](Cc1ccccc1)C(=O)N1CCC(C(=O)N2CCCCC2)CC1 | -6 | -5 | -6
COc1ccccc1-c1cc(C(=O)NCc2ccccn2)nc2c(-c3ccccc3)c(C)nn12 | -5 | . | -4
CC(NC(=O)c1csc(COc2ccc([N+](=O)[O-])cc2)n1)c1ccccc1 (stereo not given) | -4 | 26 | -3
CC(C)Cn1c(CN(C)CC2(N3CCCCC3)CCCCC2)cnc1S(C)(=O)=O | -9 | 1 | -7
CC(C)c1[nH]n(-c2ccc(Cl)c(Cl)c2)c(=O)c1C1=C([n+]2ccccc2)C(=O)N(c2ccc3c(c2)OCO3)C1=O | -10 | 7 | -2
Cc1cccc(C(=O)N2C(C(=O)NCc3cccnc3)COC23CCN(C(=O)c2ccc(F)cc2)CC3)c1 (stereo not given) | 1 | 3 | 1
COc1ccc(C2Nc3ccccc3-c3nc4ccccc4n32)cc1O (stereo not given) | . | 1 | -8
O=C1/C(=C\c2ccsc2)CCOc2ccc(F)cc21 | . | 8 | -3
c1ccc2oc(-c3csc(N4CCCC4)n3)cc2c1 | -8 | 1 | -9
O=C(CCCN1C(=O)c2cccc3cccc(c23)C1=O)NO | -3 | 2 | -2
c1ccc2c(NCC3CCCN3)cccc2c1 (stereo not given) | . | -4 | 31
CCOc1nc(N(C)C)nc(-n2nnc(C(C)=O)c2C)n1 | . | -4 | -2
CCOc1ccc(NC(=O)Cc2ccc(Cl)cc2Cl)cc1S(=O)(=O)N(C)C | -16 | 1 | -3
COc1ccc(C(=O)N2CCC2(C)C(=O)NC(C)C)cc1OC (stereo not given) | . | -1 | -8
CCCCN(C)S(=O)(=O)c1cc(-c2nnc3c4ccccc4c(C)nn23)ccc1OC | . | -21 | -3
Cc1cccc(N2CCN(C(=O)Nc3ccccc3OC(C)C)CC2)c1 | -10&-7 | 0&-1 | -15&-7
CCn1nc(C)c(NCc2cc(C)c(OC)c(C)c2)c1C | -6 | 8 | -6
CCC(C(=O)N1CCCn2nc(C)cc2C1)n1cc(C(C)=O)c2ccccc21 (stereo not given) | -13 | -2 | -2
CCNS(=O)(=O)c1c[nH]c(=O)[nH]c1=O | -6 | -9 | -1
CCOCCn1cnc(-c2ccccc2)c1-c1c(CC)nn(C)c1Cl | -15 | 8 | -3
CCCN(Cc1ccc(C(C)(C)O)o1)Cc1ccc(C)s1 | -7 | -3 | -4
CCc1cc(C(=O)N2Cc3cnc(CC(C)C)nc3C2)cs1 | -4 | 1 | 5
CS(=O)(=O)N1CCC(NCCc2cnn(-c3ccccc3)c2)CC1 | -15 | -4 | -6
COc1ccc2oc(C(=O)Nc3cc([N+](=O)[O-])ccc3F)c(C)c2c1 | -6 | -1 | -8
COc1ccc(C(NC(=O)C2CCN(CCOc3ccc(Cl)cc3Cl)CC2)c2ccccc2C)cn1 (stereo not given) | 0 | -1 | 0
CSc1ncc(CNC(C)CCc2ccccc2)c(N2CCN(c3ccccc3F)CC2)n1 (stereo not given) | -7 | 5 | -7
Cn1c(=O)n(CCN2CCOCC2)c(=O)c2c1nc1n(-c3ccc(F)cc3)c(-c3ccccc3)cn21 | . | 0 | -7
CN(C)CCCNS(=O)(=O)c1ccc(F)cc1 | . | 1 | -1
O=C(NC(n1cnc2c(N3CCOCC3)ncnc21)C(Cl)(Cl)Cl)c1ccccc1 (stereo not given) | -1 | 0 | -1
COC(=O)c1ccc2c(c1)CC(CNC(=O)C1CC1)O2 (stereo not given) | -6 | . | -6
Cc1cc(C)n(C(=O)C(C)n2cc([N+](=O)[O-])cn2)n1 (stereo not given) | . | -1 | -2
COC(=O)CC(NC(=O)CNC(=O)c1ccco1)c1ccccc1 (stereo not given) | . | 1 | -4
NCC(=O)NC1CC1 | . | -3 | -1
C[C@H]1C(NC(=O)c2cccnc2Nc2cccc(Cl)c2)C[C@@H]2C[C@H]1C2(C)C (stereo not given in full) | -5 | -8 | -4
CCOC(=O)C1(C)CCCCN1C(=O)c1cc(F)cc(F)c1 (stereo not given) | . | 1 | -4
O=C(NC1(c2nnn(CC3CCCO3)n2)CCCC1)c1ccccc1 (stereo not given) | . | 9&-3 | -6&1
CN1CCN(CC(NC(=O)c2ccc(F)cc2)c2ccccc2)CC1 (stereo not given) | . | 0 | -19
Cc1cccc(C2CCCCN2c2nccc(C(F)(F)F)n2)c1C (stereo not given) | -14 | -6 | -7
CCCCn1c(CN2CCC(Cc3ccc(F)cc3)CC2)cnc1S(=O)(=O)CC | . | 8 | -7
CCN(CC(=O)Nc1c(Cl)cccc1Cl)C(=O)Cn1nc(C)c([N+](=O)[O-])c1C | . | 1 | -2
CCS(=O)(=O)N1CCN(c2nc(C)nc(COC)c2Cc2ccc(Cl)cc2)CC1 | -2 | 4 | 3
CN(C)CCNC(=O)C(C#N)=Cc1cn(-c2ccccc2)nc1-c1ccccc1 | -5 | -1 | -3
Cc1c(Br)cccc1C(=O)NCCCc1n[nH]c(=O)[nH]1 | -14 | 0 | -10
CC(C)N1CCN(Cc2cn[nH]c2C2CCCCC2)CC1CCO (stereo not given) | . | -4 | 1

Continued:
SMILES | mcGAS inh | NPYLR7 ag | hcGAS lum
Cc1cc2c(cc1Br)C(O)(C(F)(F)F)C(=O)N2 (stereo not given) | . | 11 | -4
O=C(c1ccccc1)C1CCCN(C(=O)c2cn(CCCc3ccccc3)nn2)C1 (stereo not given) | -14 | 15 | -10
COc1ccc(CN2C3CCC2CC(NC(=O)c2cc(C(F)(F)F)cc(C(F)(F)F)c2)C3)c(OC)c1 (stereo not given) | -7 | 9 | -9
O=C(NCC(F)(F)F)N1CCN(Cc2cn3ccccc3n2)CC1 | . | 2 | -17
CN(CCCN1CCCCC1)C(=O)c1ccc2c(=O)n(C)cnc2c1 | . | 19 | -1
O=c1c2ccccc2nc2n1CCc1c-2[nH]c2ccccc12 | -3 | 1 | 6
Cc1ccc(-n2c(SCc3ccc(C(F)(F)F)cc3)nnc2-c2ccco2)cc1 | -6 | -1 | -7
O=[N+]([O-])c1cc(/C=N\Nc2cc(N3CCOCC3)nc(N3CCOCC3)n2)cc2c1OCO2 | 0 | -4 | 2
COc1cc(CN2CCC(C(=O)NC(c3ccccn3)c3ccccc3OC)CC2)cc(OC)c1 (stereo not given) | 0 | -8 | 3
Cc1c(CNC(=O)c2ccccc2Cc2ccc(Cl)cc2)cnn1C | 0 | 1 | 0
CCOC(=O)C(CC)Sc1nnc(NC(=O)c2ccc(Br)cc2)s1 (stereo not given) | -6 | 17 | -5
Cc1noc(C)c1S(=O)(=O)Nc1cccc(F)c1 | . | 10 | -7

Shown with values under each structure: 3 of the compounds above
Values run as follows: mcGAS inh	NPYLR7 ag	hcGAS lum
COc1ccc(CN2C3CCC2CC(NC(=O)c2cc(C(F)(F)F)cc(C(F)(F)F)c2)C3)c(OC)c1 (stereo not given)
    -7	9	-9
O=C(NCC(F)(F)F)N1CCN(Cc2cn3ccccc3n2)CC1
    .	2	-17
CN(CCCN1CCCCC1)C(=O)c1ccc2c(=O)n(C)cnc2c1
    .	19	-1

Next part.
SMILES | mcGAS inh | NPYLR7 ag | hcGAS lum
CCOC(=O)C1(Cc2cccc(F)c2)CCN(Cc2nc(CC)[nH]c2C)CC1 | . | 28&6 | -6&2
O=C(O)C1COC2(CCN(C(=O)c3ccc(F)cc3F)CC2)N1C(=O)c1ccco1 (stereo not given) | -6 | 11 | -7
COCCN(Cc1cccs1)C(=O)c1ccc(OC)c(F)c1F | . | -1 | -4
COc1ccc(CCN(C)C(=O)c2ccc(CSc3nc(Cl)cc(N4CCN(c5ccccc5F)CC4)n3)cc2)cc1OC | -4 | 17 | -3
CN(C)c1ccc(C(=O)NCc2cc(Cl)c3c(c2)OCCCO3)cc1 | 30 | 6 | -11
CC(C)c1ccc(-c2nn3c(=O)[nH]c4ccccc4c3nc2=O)cc1 | . | 6 | -9
CC#CCN1C(=O)NC(CCc2ccccc2)(C2CCN(C(=O)C3CCCCC3)CC2)C1=O (stereo not given) | -9 | 0 | 0
COc1ccc(C)cc1C(=O)OCC(=O)c1[nH]c(C)c(C(C)=O)c1C | . | 5 | -7
Cc1cc(F)c(S(=O)(=O)NC(=O)c2cscn2)cc1F | -8 | -4 | -2
O=C(Nc1cnc2n1CCCC2)c1cc(=O)nc2sccn12 | . | 10 | -2
CCC(C)C(NC(=O)C(c1ccccc1)c1ccccc1)C(=O)Nc1nnc(-c2cccc(Cl)c2)s1 (stereo not given) | -5 | 18 | -3
COc1cccc(-c2nnc(NC(=O)C3CCCN3C(=O)Nc3cccc(Cl)c3Cl)s2)c1 (stereo not given) | -3 | 7 | -5
C[C@@H]1C(=O)CC2C(C)(C)CCC[C@]2(C)[C@@]1(O)CCc1ccoc1 (stereo not given in full) | -5 | 7 | -4
CN(C)CCNC(=O)c1ccc(CSc2nc(-c3ccccc3)cc(N3CCN(c4cccc(C(F)(F)F)c4)CC3)n2)cc1 | -4 | 5 | -10
Cc1cccn2c(=O)c(/C=N\Nc3ccccc3)c(Nc3cccc(Cl)c3)nc12 | . | 3 | 9
Cc1nc(CN2C(=O)c3ccccc3S2(=O)=O)sc1C(=O)Nc1ccccc1 | . | -3 | -6
CC(C)CC(=O)Nn1cnc2c(cnn2-c2ccccc2)c1=O | . | 2 | -11
CC(C)c1ccc(SCC(=O)NCC2CCC3(CC2)OCCO3)cc1 | -17 | 0 | -9
COc1ccc2c(c1OC)C(=O)N(c1cccc(Cl)c1)C2=O | . | 10 | -7
Cc1ccc(NC(=O)Cn2c(O)c(N=NC(=O)CNC(=O)c3ccccc3)c3ccccc32)cc1 | -5 | -2 | -5
CCc1cn[nH]c1C1CCCN(C(=O)C(=O)CC(C)C)C1 (stereo not given) | . | 1 | -5
COc1ccc(S(=O)(=O)NC(C)CCc2ccco2)cc1Br (stereo not given) | . | 1 | -1
COc1ccc(C(=O)N2CCN(CCCOC(c3ccc(Cl)cc3)c3ccc(Cl)cc3)CC2)cc1C(F)(F)F | -4 | 5 | 1
CCOc1ccc(S(=O)(=O)CCOCCO)cc1 | . | 1 | -7
COc1ccc(CN2CCN(Cc3cccn3-c3ccccn3)CC2CCO)cc1C (stereo not given) | . | 0 | 1
O=C1CN(C(=O)CCSc2ccccc2F)CCN1 | . | 7 | -7
Cc1cccn2c(=O)c(C(=O)NCc3ccccc3Cl)c(O)nc12 | -9 | 2 | -12
O=C(Nc1cccc2ccccc12)O[C@@H]1CO[C@H]2[C@@H]1OC[C@@H]2Nc1nccc(C2CCCC2)n1 | -7 | -10 | -6
CC(C)CN(CC(=O)N(CCc1c[nH]c2ccccc12)Cc1ccc(Cl)c(Cl)c1)C(=O)C(Cl)Cl | 0 | 2 | -1
CN1CCC(CN2CCC(c3nn(C)c(=O)n3-c3ccccc3)CC2)CC1 | -17 | 5 | -2
Cc1noc(C)c1C(=O)NCCc1ccc(C(F)(F)F)cc1 | -4 | -1 | -2
